# Source: PubChem BioAssay
# ABCB1 inh: blocks JC-1 efflux by human ABCB1 transporter | CCRF-Adr cells, flow cytometry | inhibition, % at 6.6 µM | hit rate 0.067% among 190,000 | AID 1326; in the data active = inhibition above about 40%;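 note: 0% = vehicle and 100% = reference inhibitor; higher value means more JC-1 retained so stronger ABCB1 efflux block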
# RGS4-Gao reg: modulates binding of RGS4 to human Galphao. P09471. Multiplexed bead flow cytometry; actives lie on both sides. binding response (% of control), % at 10 µM. hit rate 0.33% among 220,000; in the data active = binding response below about 49% or above about 150%; inactive = in between;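 note: fluorescent Galphao activated with aluminum fluoride binding bead-coupled RGS4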
# Target sequence (P09471 whole entry, looked up): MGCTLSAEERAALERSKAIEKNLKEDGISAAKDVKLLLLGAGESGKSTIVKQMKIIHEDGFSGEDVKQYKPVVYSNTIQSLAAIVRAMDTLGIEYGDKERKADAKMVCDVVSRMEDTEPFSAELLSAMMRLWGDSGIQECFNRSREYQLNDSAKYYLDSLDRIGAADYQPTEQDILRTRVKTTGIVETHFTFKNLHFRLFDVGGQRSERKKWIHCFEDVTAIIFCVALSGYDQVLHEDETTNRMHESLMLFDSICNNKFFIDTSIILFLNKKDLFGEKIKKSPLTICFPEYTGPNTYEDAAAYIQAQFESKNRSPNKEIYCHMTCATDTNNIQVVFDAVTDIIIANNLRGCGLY
# GSH fluor: GSH bead compound fluorescence profile. hit rate 0.25% among 190,000. fluorescence (KMESF) at 10 µM. GSH beads flow cytometry, compound fluorescence 488/530 nm; hits give high values. AID 1776; in the data active = fluorescence above about 89;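 note: glutathione beads carrying GST-tagged Bcl family fusion proteins plus one bare bead set; values are compound well signal with DMSO vehicle wells as background; inactives centre near 16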
# Bim-Bfl-1: inhibitors of Bim-Bfl-1 interaction, human | Q16548 | Bead-based flow cytometry, Bim-Bfl-1 binding inhibition | inhibition, % at 10 µM | hit rate 0.12% among 190,000 | AID 1008;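 note: 0% = wells without compound plus tracer and 100% = blocker peptide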
# Bcl-XL Bim block: inhibitors of Bim-Bcl-XL interaction, human. Q07817. Bim peptide-Bcl-XL binding, bead flow cytometry, fluorescence. inhibition, % at 10 µM. hit rate 0.04% among 190,000. AID 1007
# Target sequence (Q07817 whole entry, looked up): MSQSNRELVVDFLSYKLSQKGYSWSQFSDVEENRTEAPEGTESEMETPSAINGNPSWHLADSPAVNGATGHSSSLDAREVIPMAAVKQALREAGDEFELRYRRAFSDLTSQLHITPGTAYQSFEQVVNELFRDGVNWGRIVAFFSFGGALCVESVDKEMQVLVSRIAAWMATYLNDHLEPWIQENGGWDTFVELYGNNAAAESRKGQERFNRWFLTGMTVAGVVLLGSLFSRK
# Bcl-2 Bim block: inhibitors of Bim-Bcl-2 interaction, human; AID 950; hit rate 0.06% among 190,000; Bead-based flow cytometry, Bim peptide-Bcl-2 binding; inhibition, % at 10 µM; in the data active = inhibition above about 40%; inconclusive = no clear call, values can overlap the other calls;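 note: 0% = no compound wells with probe peptide and 100% = reference peptide inhibitor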
# Bim-Bcl-W: human Bim-Bcl-W interaction inhibition | Q92843 | inhibition, % at 10 µM | hit rate 0.02% among 190,000 | bead-based flow cytometry, Bim peptide-Bcl-W binding;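 note: 0% = bound tracer without compound and 100% = peptide blocker; higher means less fluorescent Bim peptide bound to Bcl-W beads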
# Target sequence (Q92843 whole entry, looked up): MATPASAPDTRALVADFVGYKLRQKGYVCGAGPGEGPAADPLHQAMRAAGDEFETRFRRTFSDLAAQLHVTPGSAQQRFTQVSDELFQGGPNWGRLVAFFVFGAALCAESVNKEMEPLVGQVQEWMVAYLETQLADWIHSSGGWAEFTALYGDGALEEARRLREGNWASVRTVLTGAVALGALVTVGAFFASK
# RGS7-Gao: human RGS7-Galphao interaction regulation | Multiplexed bead flow cytometry, RGS7-Galphao binding; actives lie on both sides | binding response (% of control), % at 10 µM | hit rate 0.35% among 220,000 | AID 1439; in the data active = binding response below about 49% or above about 150%; inconclusive = no clear call, values can overlap the other calls; inactive = in between;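 note: fluorescent Galphao held in activated GDP-AlF4 state binding bead-coupled RGS7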
# RGS8-Gao reg: modulates binding of RGS8 to human Galphao; response (percent of control binding), % at 10 µM; AID 1423; hit rate 0.34% among 220,000; multiplexed bead flow cytometry; actives lie on both sides; in the data active = response below about 60% or above about 140%; inactive = in between;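 note: Galphao activated as the GDP aluminium fluoride complex binding bead-coupled RGS8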
# Bcl-B Bim block: inhibitors of Bim-Bcl-B interaction, human; inhibition, % at 10 µM; Q9HD36; bead-based flow cytometry, Bim peptide-Bcl-B binding; hit rate 0.073% among 190,000;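 note: 0% = tracer peptide without compound and 100% = reference inhibitor peptide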
# Target sequence (Q9HD36 whole entry, looked up): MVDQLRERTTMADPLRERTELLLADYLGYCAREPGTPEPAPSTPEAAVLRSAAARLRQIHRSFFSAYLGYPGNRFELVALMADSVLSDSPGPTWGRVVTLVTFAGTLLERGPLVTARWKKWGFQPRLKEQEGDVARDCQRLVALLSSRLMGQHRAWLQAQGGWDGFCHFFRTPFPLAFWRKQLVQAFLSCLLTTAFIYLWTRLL
# ABCG2 block: inhibitors of human ABCG2 transporter, ABCB1 counter-screen; inhibition, % at 6.6 µM; IgMXP3 cells, JC-1 efflux, flow cytometry; hit rate 0.1% among 190,000;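 active = inhibition above 80%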;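 note: 0% = DMSO and 100% = nicardipine control wells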
#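 System: two drug-resistant human cell lines, ABCG2 and ABCB1; controls: nicardipine high and DMSO low controls; times: 10 min exposure at 25 °C with rotation, no wash; detection: flow cytometry of retained JC-1 fluorescence; read-out basis: percent efflux inhibition, scaled nicardipine 100% to DMSO 0%; doses: one concentration, 6.6 µM final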
# An asterisk follows results filed as active; ? = inconclusive; · = not tested or not shown; & = joins results of further samples; [ ] = remark or other dose. Cut-off read from the data, not from the text of the source, unless noted: active = inhibition above about 40%.
# A first look:
SMILES,ABCB1 inh,RGS4-Gao reg,GSH fluor,Bim-Bfl-1,Bcl-XL Bim block,Bcl-2 Bim block,Bim-Bcl-W,RGS7-Gao,RGS8-Gao reg,Bcl-B Bim block,ABCG2 block
COc1ccc(C2CC(C)(c3ccc(OC)cc3OC)Nc3ccccc3N2)c(OC)c1 (stereo not given),0.7,98,8,-3,2,-3,0,103,101,-2,11
COc1cc(NC(=O)c2ccc(C)cc2)c(OC)cc1NC(=O)CN1CCOCC1,0.8,108,33,-2,-8,-1,-3,105,104,-7,5

# Results, from the start:
SMILES,ABCB1 inh,RGS4-Gao reg,GSH fluor,Bim-Bfl-1,Bcl-XL Bim block,Bcl-2 Bim block,Bim-Bcl-W,RGS7-Gao,RGS8-Gao reg,Bcl-B Bim block,ABCG2 block
COc1ccc(C2CC(C)(c3ccc(OC)cc3OC)Nc3ccccc3N2)c(OC)c1 (stereo not given),0.7,98,8,-3,2,-3,0,103,101,-2,11
COc1cc(NC(=O)c2ccc(C)cc2)c(OC)cc1NC(=O)CN1CCOCC1,0.8,108,33,-2,-8,-1,-3,105,104,-7,5
COC(=O)c1sccc1NC(=O)c1cc(OC)c(OC)c(OC)c1,1.1,96,10,0,0,0,1,96,99,-1,9
O=C(COC(=O)C1(c2ccc(Cl)cc2)CCCC1)NC1CCS(=O)(=O)C1 (stereo not given),1.4,93,17,1,-1,1,0,92,97,2,7
CCOC(=O)C(C(=O)OCC)C1OC(=O)c2cc3c(cc21)C(=O)OC3C(C(=O)OCC)C(=O)OCC (stereo not given),0.3,141,14,-5,1,4,0,359*[activator],87,-1,3
Cn1c(-c2ccccc2)cccc1=O,0.1,104,15,-8,-6,-12,-4,101,102,-8,-5
COCCNC(=O)CCCC(=O)NCCOC,-0.1,103,7,-2,-2,-1,0,102,99,-2,0
N/C(Cn1cncn1)=N\OC(=O)c1ccc(Cl)cc1,0.3,90,27,-2,-1,-4,-3,100,92,-1,2
S=c1[nH]c(-c2ccccc2)cn1/N=C/c1ccc(Br)cc1,-2.0,103,12,1,3,-1,-1,103,96,-9,-5
O=C(NC(c1ccccc1)c1ccccc1)c1cccc(S(=O)(=O)NCc2ccccc2)c1,1.0,97,18,-4,-17,-5,-13,95,100,-12,-1
CN1C=C/C(=C\c2cc[n+](C)c3ccccc23)c2ccccc21,0.3,111,13,4,1,3,3,111,107,3,-4
CC(=O)NCCOc1nc(N(C)C)nc(N2CCOCC2)n1,0.6,95,44,-7,-9,-3,1,96,98,-4,3
CCc1ccc2[nH]cc(C(=O)OCCOC)c(=O)c2c1,0.4,99,8,0,-2,0,0,99,101,0,4
CC(C)(C)NC(=O)CC1C(=O)NCCN1Cc1c(F)cccc1Cl (stereo not given),1.8,97,10,-6,-2,-4,-5,91,99,-3,4
O=C(COC(=O)CCC1CCCC1)Nc1ccccc1OC(F)F,0.8,102,15,-4,0,-1,0,?,101,-1,13
CCOc1cc(N2CCOCC2)c(OCC)cc1NC(=O)CN1CCc2ccccc2C1,0.7,101,15,-2,0,0,0,100,101,0,5
CC(=O)/C(=N\Nc1ccc(Cl)cc1)Sc1nnc(-c2ccccc2)n1-c1ccccc1,3.4,100,12,-3,-3,-4,-4,98,101,-3,10
CCCc1c(O)nc(SCCN(CC)CC)n(C(=O)c2ccccc2)c1=O,0.3,102,28,-8,-5,-6,-3,105,106,-5,1
CCN=C1S/C(=C\c2cn(CC(=O)NCCOC)c3ccccc23)C(=O)N1CC,-0.3,102,10,-4,0,-5,0,99,107,-3,-1
COc1ccccc1/C=N/NC(=O)COCC(=O)N/N=C/c1ccccc1OC,1.2,101,13,-3,-3,-3,-1,102,101,0,5

# An excerpt from above in order of the GSH fluor value, lowest first:
SMILES,GSH fluor
CCc1ccc2[nH]cc(C(=O)OCCOC)c(=O)c2c1,8
CC(C)(C)NC(=O)CC1C(=O)NCCN1Cc1c(F)cccc1Cl (stereo not given),10
S=c1[nH]c(-c2ccccc2)cn1/N=C/c1ccc(Br)cc1,12
CCOc1cc(N2CCOCC2)c(OCC)cc1NC(=O)CN1CCc2ccccc2C1,15
O=C(COC(=O)C1(c2ccc(Cl)cc2)CCCC1)NC1CCS(=O)(=O)C1 (stereo not given),17

# Carrying on:
SMILES,ABCB1 inh,RGS4-Gao reg,GSH fluor,Bim-Bfl-1,Bcl-XL Bim block,Bcl-2 Bim block,Bim-Bcl-W,RGS7-Gao,RGS8-Gao reg,Bcl-B Bim block,ABCG2 block
COc1ccc(-c2nn(-c3ccccc3)cc2/C=N/NC(=O)c2ccc(Br)o2)cc1,0.7,96,27,-1,-2,0,-1,95,98,-1,4
CC(=O)Nc1ccccc1NC(=O)c1ccc(C)cc1C,0.4,100,14,-4,2,-1,0,?,101,-3,4
COC(=O)CCCC(=O)N1CCCC(C(=O)c2ccc(OC)cc2C)C1 (stereo not given),0.9,101,14,-8,0,-8,-1,101,103,-5,3
CC(=O)Oc1ccc2nc(-c3cccs3)oc(=O)c2c1,0.3,103,12,-1,0,0,0,100,100,1,2
Cc1ccc(S(=O)(=O)N2c3ccccc3CC2C)cc1 (stereo not given),6.9,96,20,2,2,1,-3,95,100,3,13
O=C(Nc1ccc(C(F)(F)F)cc1)c1ccc2nc[nH]c2c1,1.0,108,21,-3,-3,0,-2,105,103,-4,46
COc1ccc(-c2c(-c3ccc(OCC(=O)NN)cc3O)n[nH]c2C(F)(F)F)cc1,-0.9,100,14,-2,-4,-16,2,97,99,-8,-9
N#Cc1cnc(SCCc2ccccc2)nc1N,0.1,102,8,-8,-8,-11,-5,104,102,-8,2
Cc1ccc(NC(=O)C2(N(CC(C)C)C(=O)Cn3nnnc3N)CCCCC2)cc1,0.0,100,75,-12,-9,-4,-1,104,102,-4,1
CCC(C)(C)C(=O)Nc1ncc(S(=O)(=O)c2ccc([N+](=O)[O-])cc2)s1,1.6,98,24,-20,-8,-12,-2,96,96,-10,17
O=C(Nc1ccccc1C(=O)NC(Cc1ccccc1)C(=O)O)c1ccccc1 (stereo not given),1.0,98,15,-3,-1,0,0,96,98,-1,12
CCOC(=O)c1cnc2ccc(OCC)cc2c1NCc1ccccc1,2.2,108,15,-2,-8,-7,-4,110,120,-10,3
CCOC(=O)CSc1cc(C)nc(NC(C)=O)n1,0.3,83,55,-8,-1,-6,2,92,93,-2,1
Cc1ccc(-c2ccc(=O)n(CC(=O)NCc3ccco3)n2)cc1,0.7,100,13,0,-2,-1,0,96,98,-1,5
Nc1c(N(C(=O)Nc2ccc(Cl)c(Cl)c2)C2CCCC2)c(=O)[nH]c(=O)n1Cc1ccccc1,0.7,103,11,-9,-3,-4,2,100,102,-4,2
O=C(O)c1ccc(C=C(c2nc3ccccc3s2)c2nc3ccccc3s2)cc1,0.1,102,17,-2,0,-2,1,104,101,-2,-1
COc1cccc(C2=NOC(C(=O)Nc3cccnc3Cl)C2)c1OC (stereo not given),0.9,101,12,-3,-1,-2,-1,103,100,-1,2
N#Cc1c(-c2ccccc2Cl)cc(-c2ccccc2)[nH]c1=S,-1.2,99,11,-2,-7,0,-3,?,100,-5,-2
Nc1[nH]c(=O)ncc1F,0.9,105&91,20&67,0&-2,-5&0,1&-1,-5&-2,104&91,101&94,-3&-1,2&0
Cn1cc(P(=S)(N2CCOCC2)N2CCOCC2)cc1P(=O)(N1CCOCC1)N1CCOCC1,0.4,103,16,6,-19,-13,-11,?,101,-52,1
O=c1oc2ccccc2c(NCc2cccc(F)c2)c1[N+](=O)[O-],-0.1,94,8,-1,0,4,-4,87,93,0,0
Cc1onc(-c2ccccc2Cl)c1C(=O)Nc1cccc2cccnc12,1.5,103,·,0,2,2,0,98,101,2,6
O=C(NC(=S)Nc1nc2ccc(F)cc2s1)c1ccco1,-0.4,92,13,-4,-2,-5,-3,99,100,-3,-1
CCN(C(=S)Nc1ccc(OC(F)F)cc1)C1CCCCC1,-0.4,104,11,-3,-1,-2,0,99,99,-3,7
O=C1C2C(C(=O)N1c1ccccc1)N1CCCN1C2c1ccccc1 (stereo not given),0.0,100,13,2,-1,-2,0,?,102,-3,2
O=C(CNC(=O)c1ccccc1)N/N=C/c1ccc([N+](=O)[O-])s1,0.9,101,13,-5,0,-1,-1,104,99,0,15
O=C(NN=C1CCCCCCC1)c1ccc2ccccc2n1,0.2,100,12,0,-2,-2,1,99,101,-1,0
NC(=O)c1ccsc1NC(=O)CSc1nnc(C2CC2)n1Cc1ccccc1,0.3,99,16,0,0,0,-1,100,103,-8,2
NNC(=O)c1sc2cc(C(F)(F)F)cnc2c1-c1ccccn1,0.4,94,11,-4,-8,0,-3,96,98,-6,4
CCn1c(SCc2cccnc2)nc2c1c(=O)n(C)c(=O)n2C,0.7,103,6,-2,0,-2,-5,100,103,0,1
COc1ccc2cc(C3C(C#N)=C(N)OC(C)=C3C(C)=O)c(Cl)nc2c1 (stereo not given),1.1,98,23,-7,-5,-2,-4,102,100,-3,14
O=C(COC(=O)c1ccc[nH]c1=O)NC1CCCCCCC1,-0.2,104,9,-2,0,0,0,103,105,-3,1
CCOC(=O)c1sc(SCC(=O)Nc2ccc(N(C)C)cc2)nc1N,-3.9,96,22,0,-6,0,-1,89,87,-2,0
COC(=O)N/N=C\c1cc(Br)ccc1OCc1ccccc1,0.7,101,11,-3,-7,-4,-3,102,103,-8,2
COc1ccc(/C(N)=N/OC(=O)c2cccc([N+](=O)[O-])c2C)cc1OC,0.2,102,43,-10,-2,-7,4,102,96,-8,3
COc1ccc(-n2c(=S)[nH]c3cc(C(=O)NCCCN4CCOCC4)ccc3c2=O)c(OC)c1,-0.5,102,14,-2,-6,-7,-5,101,102,-7,0
COc1ccc(S(=O)(=O)Cc2ccc(C(=O)NCCCN(C)c3ccccc3)o2)cc1,1.6,92,45,-1,-1,0,0,95,91,-3,5
CN(C)c1nc(NCc2ccccc2)nc(N/N=C/c2ccc(Cl)cc2Cl)n1,0.7,95,9,-1,-3,-1,-2,95,96,-4,3
CC(=O)c1ccc(N2CCN(C(=S)Nc3ccccc3C(F)(F)F)CC2)cc1,0.5,99,13,0,-4,0,0,103,98,-9,19
Cc1ccc(CN2CC34C=CC(O3)C(C(=O)NCc3ccco3)C4C2=O)cc1 (stereo not given),0.7,102,21,0,3,-3,-2,100,102,0,2
COc1ccc(CCC(=O)Nc2nc3ccccc3[nH]2)cc1,0.6,98,14,-17,-3,-8,1,100,102,-8,3
CCOC(=O)c1ccc(-n2[nH]c(-c3ccccc3)cc2=O)cc1,0.3,96,22,-9,-5,-8,0,99,100,-8,1
Cc1cccnc1NC(=O)C1CCN(S(=O)(=O)c2ccc3c(c2)CCC(=O)N3)CC1,0.4,104,12,-14,-5,-8,-3,106,103,-6,2
CCOc1cc(NC(=S)NCCCN2CCOCC2)c(OCC)cc1NC(=O)c1cccs1,0.7,108,11,-3,2,-1,3,106,114,0,5
O=C(Nn1cc(C(=O)Nc2ccccc2F)c2ccccc2c1=O)c1cnccn1,0.2,102,15,-2,1,-3,0,?,103,-2,0
CCCCCCn1c(C(C)NC(=O)c2ccco2)nc2ccccc21 (stereo not given),0.4,97,10,-1,-2,-1,-3,97,102,-2,0
CC(C)N=C(NS(=O)(=O)NC(=O)c1ccccc1)c1ccccc1,4.6,98,14,-5,-1,-2,0,103,99,-6,4
CC(C)(C)Nc1nc(SCc2ccccc2)nc(N2CCOCC2)n1,1.1,97,30,-16,-8,-3,-3,96,98,-11,13
